# Assay outcomes from PubChem.
# AT treatment: potential ataxia-telangiectasia treatments restoring KAP-1 phosphorylation; […] A-T fibroblasts, KAP-1 phosphorylation AlphaLISA; neocarzinostatin DNA damage 30 min before lysis; Potency, µM (doses to about 57.5 µM), without a hit: at the top dose activation, most hits filed as activators; hit rate 0.19% among 320,000; AID 485349; further: potency means the concentration at half of the fitted maximal effect; % of control where 0% means no effect; nearly all actives have a fitted effect of over 45% in size
#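 hTERT-immortalized A-T patient fibroblasts ([…]), 500 cells/well in OPTI-MEM, 1% FBS, got compounds for 60 min, then NCS for 30 min at 37C. Lysates were then assayed for phospho-KAP-1 by AlphaLISA (anti-pKAP1 donor, anti-KAP1 acceptor beads), 6 hr at 25C.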
# TSG101-PTAP inh: blocks PTAP/TSG101 interaction to inhibit HIV-1 budding; Potency, µM (doses to about 115 µM), without a hit: at the highest dose activity change, negative = inhibition, most hits filed as inhibitors; 340,000 tested, under 10 active; Q99816; Fluorescence polarization, FITC-PTAP peptide / Tsg101 binding; active means well fitted inhibition curve with a large enough effect in the main read-out, with a control signal flat, not every such curve was filed as active; inconclusive means small, poorly fitted or top-dose-only effect, or effect the other way, or a change in a side signal; inactive means no such curve, though single readings can be large or run the other way; further: potency means the concentration at half of the fitted maximal effect; % of control where 0% means no effect
# Target sequence (Q99816 whole entry, looked up): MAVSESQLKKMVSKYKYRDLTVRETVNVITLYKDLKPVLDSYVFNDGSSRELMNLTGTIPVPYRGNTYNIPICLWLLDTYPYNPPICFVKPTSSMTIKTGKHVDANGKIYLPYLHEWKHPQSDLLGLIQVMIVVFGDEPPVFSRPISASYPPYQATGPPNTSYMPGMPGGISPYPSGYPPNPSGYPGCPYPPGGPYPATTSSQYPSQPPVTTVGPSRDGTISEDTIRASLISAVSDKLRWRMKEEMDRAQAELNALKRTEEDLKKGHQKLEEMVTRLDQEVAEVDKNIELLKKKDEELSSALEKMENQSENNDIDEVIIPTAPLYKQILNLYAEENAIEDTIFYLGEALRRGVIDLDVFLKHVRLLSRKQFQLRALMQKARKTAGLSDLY
#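 Fluorescence polarization binding of Tsg101 binding domain (10 uM final) to FITC-labeled PTAP peptide (50 nM final) in HEPES pH 7.5 buffer with NaCl, Tween 20, EDTA, TCEP. Compounds added before peptide; binding 20 min at RT.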
# BCR signal inh: chronic active BCR signaling inhibition; ABC-DLBCL IkBa-CBG/CBR reporter, luminescence ratio, 4 h; Potency, µM (top dose mostly 46.1 µM), inactives show at the highest dose ratio change, negative = lower green/red ratio, hits mostly inhibitors; hit rate 0.05% among 340,000; active means well fitted inhibition curve with a large enough effect in the signal ratio, with a control signal flat, not every such curve was filed as active; inconclusive means small, poorly fitted or top-dose-only effect, or effect the other way, or a change in a side signal; the % refers to the signal ratio;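 further: potency means the concentration at half of the fitted maximal effect; plate controls were basal doxycycline-induced cells for no effect and cells given 10 µM MG132 for full effect; MG132 reads +100%, hits lower the ratio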
#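 Concentration-response series (up to 46 uM) were applied to TMD8 dual-reporter cells for 4 h at 37C with doxycycline. Green/red ratio, after filter-overlap correction, defined %Activity; red signal alone was normalised to basal cells and zero luminescence.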
# S-ASM inh: inhibitors of human secretory acid sphingomyelinase | P17405 | placental ASM, HMU-PC fluorogenic substrate, 60 min | Potency, µM (series often up to 57.5 µM), for inactives: at the highest dose activity change, negative = inhibition, actives largely listed as inhibitors | hit rate 0.006% among 340,000 | AID 504937; further: potency means the concentration at half of the fitted maximal effect
# Target sequence (P17405 47-631 limits assumed): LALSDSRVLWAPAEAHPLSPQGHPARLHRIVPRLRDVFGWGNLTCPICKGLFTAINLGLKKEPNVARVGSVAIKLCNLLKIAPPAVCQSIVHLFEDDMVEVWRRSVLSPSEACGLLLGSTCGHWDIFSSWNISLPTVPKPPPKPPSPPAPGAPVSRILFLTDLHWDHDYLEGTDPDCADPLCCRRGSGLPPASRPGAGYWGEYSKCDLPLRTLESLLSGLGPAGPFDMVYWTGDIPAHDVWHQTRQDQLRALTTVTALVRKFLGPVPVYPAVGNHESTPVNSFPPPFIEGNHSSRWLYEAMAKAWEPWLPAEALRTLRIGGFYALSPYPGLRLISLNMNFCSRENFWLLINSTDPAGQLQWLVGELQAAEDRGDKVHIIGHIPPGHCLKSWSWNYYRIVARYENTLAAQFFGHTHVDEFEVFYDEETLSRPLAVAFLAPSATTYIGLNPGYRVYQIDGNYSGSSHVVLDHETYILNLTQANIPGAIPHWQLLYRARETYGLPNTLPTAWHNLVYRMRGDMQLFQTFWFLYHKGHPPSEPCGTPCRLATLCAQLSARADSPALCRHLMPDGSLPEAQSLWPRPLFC
#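 qHTS format. ASM enzyme prepared from human placenta hydrolyses the fluorogenic substrate HMU-PC0 (9 uM final) over 60 min at 37 °C after a 10 min compound preincubation.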
# ELG1 DNA repair: ELG1-dependent DNA repair inhibition. Potency, µM (titrated, usually from 46.1 µM), without a hit: top-dose activity change, negative = inhibition, most hits filed as inhibitors. hit rate 2.3% among 330,000. HEK293T ELG1-luciferase reporter, luminescence, 16 h; DNA damage induced by 5-fluorouridine; further: potency means the concentration at half of the fitted maximal effect; on the % scale 0 is the no-effect control and ±100 the full control effect; nearly all actives have a fitted effect of over 55% in size
#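 Overnight (16 hr) co-exposure of 2,000 cells/well to 5-fluorouridine and compound at 37 °C preceded detection. Luciferase was quantified via ONE-Glo luminescence; loss of signal denotes inhibition.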
# Eya2 inh: Eya2 (human) phosphatase inhibition; O00167; recombinant Eya2, OMFP fluorescence dephosphorylation (OMFP is methylfluorescein phosphate); Potency, µM (highest dose often 76.9 µM), without a hit: at the top dose activity, negative = inhibition, hits mostly inhibitors; hit rate 0.006% among 330,000; AID 488837; further: potency means the concentration at half of the fitted maximal effect; on the % scale 0 is the no-effect control and ±100 the full control effect
#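 Eya2 (0.2 uM) preincubated 10 min at ambient with compound, then OMFP substrate added at 50 uM; 10 min reaction in 50 mM HEPES pH 7.5, 50 mM NaCl, 5 uM MgCl2, 0.05% BSA, 1 mM DTT. Fluorescence read at Ex 485/Em 525 nm.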
# Tb PFK block: inhibitors of T. brucei phosphofructokinase; O15648; T. brucei PFK, ADP-Glo luminescence; Potency, µM (doses to about 57.5 µM), without a hit: at the highest dose activity, negative = inhibition, hits mostly inhibitors; hit rate 0.17% among 330,000;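 further: potency means the concentration at half of the fitted maximal effect; 0% = uninhibited 1x PFK enzyme wells and -100% = no-enzyme wells; nearly all actives have a fitted effect of over 60% in size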
#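 Luminescent ADP detection (ADP-Glo, two-step: ATP depletion then ADP-to-ATP conversion for luciferase) reported PFK activity after 45 min room-temperature reaction of 1.25 nM enzyme with 0.5 mM F6P and 0.1 mM ATP at pH 8.0.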
# Integrin act MD: integrin-mediated muscular dystrophy alleviation activation. Potency, µM (titrated, usually from 38.3 µM), without a hit: at the highest dose activation, actives largely listed as activators. alpha7betagal myoblasts, beta-gal FDG fluorescence, 48 h. AID 624291. hit rate 0.064% among 350,000;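 further: potency means the concentration at half of the fitted maximal effect; 100% = response of the positive control SU9516; nearly all actives have a fitted effect of over 60% in size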
#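 alpha7betagal+/- myoblasts (passage 13, 250/well) treated 48 h at 37C with compounds at 1:260 dilution of DMSO stock. Lysed, then beta-galactosidase activity read as FDG fluorescence (ex 480/em 540) after 30 min, with pre-read for autofluorescence.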
# TCR act: activators of T cell receptors. Potency, µM (doses to about 9.22 µM), for inactives: top-dose activation of IL-2 secretion, hits mostly activators. primary human leukocytes, anti-CD3, IL-2 HTRF, 48 h. 330,000 tested, under 10 active. AID 504894; further: % of control where 0% means no effect
#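 Readout: HTRF IL-2, Eu-cryptate/d2 antibody pair, 320nm excitation, 665nm emission. Stimulus: a-CD3 beads, no co-stimulation. Cells: primary human leukocytes. Exposure: 48 hr with compound.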
# Mito fusion act: blocks mitochondrial division or promotes mitochondrial fusion. Potency, µM (top dose mostly 46.1 µM), without a hit: at the highest dose growth rescue (activation), most hits filed as activators. hit rate 0.23% among 320,000. S. cerevisiae fusion-defective mutant growth rescue, CellTiterGlo 48 h. AID 485298;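 further: potency means the concentration at half of the fitted maximal effect; % of control where 0% means no effect; nearly all actives have a fitted effect of over 45% in size; temperature-sensitive fusion mutants such as fzo1-1 at 37 °C on non-fermentable ethanol glycerol medium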
#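 Temperature-sensitive fusion-defective S. cerevisiae (e.g. fzo1-1, mgm1-5) were grown with compound in YPEG medium (3% ethanol, 3% glycerol) for 48 hours at 37C. Growth rescue was measured as viability by CellTiterGlo luminescence after 10 minutes at ambient.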
# TSHR antag: blocks TSH signaling through the human TSH receptor; P16473; TSHR-expressing cells, TSH-stimulated cAMP HTRF, 2 h; hits give low values; activity change, negative = inhibition, % at 11.5 µM; hit rate 0.2% among 330,000;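 active means activity change below a set negative limit, meaning inhibition stronger than a set level, cut at about -70% in these data; inconclusive means activity change between two set negative limits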; further: on the % scale 0 is the no-effect control and ±100 the full control effect
#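 Antagonism was scored as loss of TSH-driven cAMP in TSHR cells, stimulated with 4nM TSH (EC80) for 2 hours at 37 deg C and detected by homogeneous HTRF competition immunoassay.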
# Starred values were filed as active, the others as inactive; ? = inconclusive; · = no result given; [ ] = remark or other dose. Unless noted, the call rests on the fitted dose curve; in most records, active means well fitted curve in the direction sought with a large enough effect; inconclusive means small, poorly fitted or top-dose-only effect, or another doubt; inactive means no such curve, though single readings can be large; an effect the other way counts as inactive or inconclusive.
SMILES,AT treatment,TSG101-PTAP inh,BCR signal inh,S-ASM inh,ELG1 DNA repair,Eya2 inh,Tb PFK block,Integrin act MD,TCR act,Mito fusion act,TSHR antag
CC(CCC(=O)O)C1CC[C@H]2C3CCC4CC(=O)CCC4(C)[C@H]3CC(=O)C12C (some centres not stated),-5%,-3%,1%,1%,-12%,-4%,-4%,37%,9%,-6%,1
COc1ccc(OC)c(-c2nnc3n2N=C(c2ccc(OC)c(OCC4CC4)c2)CS3)c1,-6%,-2%,?,-13%,?,?,0%,·,-2%,·,73
Cc1c(C2(O)C(=O)Nc3ccc(F)cc32)c(=O)n(-c2ccccc2)n1C (configuration not stated),3%,-7%,-3%,5%,5%,9%,-9%,2%,-2%,-2%,4
CN(C)S(=O)(=O)n1cnc(-c2ccccc2)c1-c1ccccc1,3%,-7%,-2%,0%,0%,10%,-16%,-9%,4%,-1%,-8
CC(=O)c1c(C)nn(CCC(=O)O)c1C,9%,-3%,1%,0%,-4%,-6%,0%,-8%,·,0%,1
O=C(NCCCN1CCCCCC1)c1ccc(CS(=O)(=O)Cc2ccccc2F)o1,-2%,-1%,-10%,10%,5%,-14%,?,-10%,-4%[46.1 µM],-1%,-7
COc1ccc(Nc2nnc(Cc3ccc(Cl)cc3)c(=O)[nH]2)c(OC)c1,0%,-6%,3%,-1%,-8%,-16%,-3%,-3%,-1%,1%,-4
Cc1ccc(C2=Nn3c(COc4ccc(Cl)cc4)nnc3SC2CC(=O)O)cc1 (configuration not stated),1%,-4%,2%,1%,22%,-10%,-1%,-49%[inhibitor],1%,-3%,11
Cc1ccc(NC(=O)C2CCCN(C(=O)c3ccc(Cl)cc3)C2)cc1 (configuration not stated),3%,-1%,5%,-3%,-11%,-9%,-1%,-5%,-1%,16%,0
CCCCC(C(=O)NC(C)(C)C)N(Cc1ccccc1Cl)C(=O)c1snc(C(N)=O)c1N (configuration not stated),-1%,-11%,?,403%[activator],-25%,?,-8%,-21%,2%,15%,-13
O=C(Cc1n[nH]c(=O)c2ccccc12)OCC(=O)c1ccc(OC(F)F)cc1OC(F)F,10%,-5%,-10%,4%,5%,3%,18%,-37%,·,-3%,-9
CCOc1ccc(N2CC(C(=O)Nc3ccc(S(=O)(=O)NCC4CCCO4)cc3)CC2=O)cc1 (configuration not stated),-4%,0%,7%,-5%,-5%,-8%,1%,25%,-3%,7%,5
COc1ccc2c(c1)CCN(C(=O)CCl)C2C1C(=O)CCCC1=O (configuration not stated),5%,1%,0%,-2%,-2%,-13%,0%,-19%,-5%[46.1 µM],-9%,0
Cc1noc(C)c1-c1nc(CS(=O)(=O)c2ccc(Cl)cc2)no1,5%,0%,14%,-1%,-4%,5%,1%,-21%,1%,2%,3
CC(=O)Oc1ccc(C(=O)Nc2ccc(S(=O)(=O)NCC3CCCO3)cc2)cc1 (configuration not stated),3%,0%,-24%,-2%,-18%,-3%,-2%,?,-2%,-3%,0
COC(=O)C1=C(C)OC(N)=C(C#N)C1c1ccsc1 (configuration not stated),-1%,-10%,-4%,8%,?,-1%,-10%,20%,-10%[46.1 µM],-2%,-1
CC(C)C(C)NC(=O)COc1ncnc2ccccc12 (configuration not stated),1%,-1%,?,2%,0%,22%,-1%,5%,5%,0%,-6
O=C(COC(=O)CSc1ccc(F)cc1)NNC(=O)c1ccc([N+](=O)[O-])cc1,-3%,0%,?,-3%,-3%,4%,0%,6%,5%,-1%,-1
Cc1cccc(-n2c(SCC(=O)NCc3ccc4c(c3)OCO4)nc3ccccc3c2=O)c1,9%,-2%,?,2%,?,6%,6%,12%,4%[46.1 µM],5%,2
CCc1ccc(N(CC(=O)NCc2cccnc2)S(=O)(=O)c2ccccc2)cc1,-2%,-4%,?,-1%,?,8%,7%,20%,-3%,0%,-7
CCOC(=O)N1CCC(NC(=O)c2cc3cc4cc(OC)ccc4nc3o2)CC1,3%,-4%,7%,233%[activator],23µM*,-4%,0%,19%,-1%,0%,-6
CCCSc1ncnc2sc(C)c(C)c12,7%,-10%,-14%,-2%,6%,-10%,0%,3%,-1%,-1%,-19
C[C@H]1O[C@@H](n2cc(F)c(=O)[nH]c2=O)[C@H](O)[C@@H]1O,0%,0%,3%,0%,-7%,15%,-2%,·,-1%,1%,-5
NNC(=O)c1sccc1OCc1ccc(Cl)cc1Cl,4%,-7%,4%,-3%,?,-18%,?,4%,3%,4%,-24
COc1cc(C(c2c(C)[nH][nH]c2=O)c2c(C)[nH][nH]c2=O)ccc1OS(=O)(=O)c1ccc(C)cc1,-1%,-5%,1%,5%,0%,18%,2%,?,-7%,-1%,-5
Cc1cc(C)c([N+](=O)[O-])cc1NCC(=O)N1CCN(c2ccccc2)CC1,-2%,2%,-4%,-6%,?,14%,-8%,-8%,0%,-4%,10
COc1cccc(/C=N/NC(=O)N/N=C/c2cccc(OC)c2O)c1O,-12%,-1%,?,6%,?,-3%,4%,-25%,6%,1%,3
O=C(Nc1nnc(C2CC2)s1)c1ccco1,3%,-2%,?,4%,?,1%,-1%,-6%,2%,7%,9
COc1ccc(S(=O)(=O)N(C)CC(=O)NC2CCCC2)cc1Cl,-4%,-2%,1%,2%,-1%,-7%,-9%,20%,-3%,-6%,-4
CC(Oc1ccc(F)cc1)c1ccnc2nc(/N=C/N(C)C)nn12 (configuration not stated),2%,1%,-12%,13%,7%,10%,5%,-15%,7%,4%,4
CC(=O)c1cc(C(=O)Nc2ccc(C(=O)O)cc2)oc1C,2%,-8%,?,0%,2%,21%,4%,-5%,0%,0%,10
CCOc1cc(C2c3c(n[nH]c3C)C(=O)N2c2ccc(C)cc2)ccc1O (configuration not stated),-3%,-8%,-22%,1%,-1%,12%,9%,-40%[inhibitor],-1%,0%,1
COc1ccc(-c2cc(C(=O)NC3=NCCS3)c3ccccc3n2)cc1OC,2%,-1%,?,34%,16µM*,14%,1%,33%,1%,-4%,-11
COc1ccc(C(=O)/C=C/c2ccc(OC)c(O)c2)c(F)c1,12%,0%,?,9%,?,8%,?,-59%[inhibitor],1%[46.1 µM],5%,-18
C[C@H](CO)N1C[C@H](C)[C@@H](CN(C)CC2CC2)Oc2c(NC(=O)Cc3ccccc3)cccc2C1=O,-3%,-7%,1%,1%,-11%,-7%,3%,-15%,-4%,·,-1
Cc1cc(=O)oc2cc(OC(=O)CCN3C(=O)c4ccccc4C3=O)ccc12,6%,-8%,7%,·,2%,-2%,0%,12%,-2%,-4%,29
Cn1cnnc1Sc1nc2ccccc2nc1NS(=O)(=O)c1ccccc1,-4%,-13%,0%,50%,0%,-18%,0%,25%,-7%,-3%,-10
COc1ccc(CC(=O)OCC(=O)NC(=O)NC(C)C)cc1,5%,-9%,?,3%,-1%,10%,2%,-4%,-4%,-3%,0
Cc1ccc(-c2nnc(CSc3nnc(COc4cccc5ccccc45)n3-c3ccccc3)o2)cc1,2%,-1%,-5%,?,?,3%,4%,-18%,2%,10%,-11
C/C(=N\Nc1ccc(Cl)c(C(=O)O)c1)c1cccc2ccccc12,4%,-6%,4%,14%,?,1%,-7%,7%,-3%,1%,20
CCN(C(=O)CSc1nc2ccccc2c(=O)n1-c1ccc(C)cc1)C1CCS(=O)(=O)C1 (configuration not stated),-1%,-2%,?,-2%,1%,10%,-4%,?,-2%,-1%,6
CCOC(=O)C1=C(C)Nc2nnnn2C1c1ccccc1Cl (configuration not stated),4%,1%,-6%,16%,-6%,-2%,3%,-2%,0%[46.1 µM],10%,7
CCC(CC)NC(=O)C1CC(=O)N(CCc2ccc(F)cc2)C1 (configuration not stated),1%,-1%,-2%,2%,-2%,8%,3%,8%,·,0%,1
N=c1n(CC(=O)c2cccs2)c2ccccc2n1Cc1ccccc1,-10%,-2%,?,-5%,7.3µM*,-17%,0%,18%,1%,0%,7
